# Smad3 inh – inhibitors of human Smad3 transcription factor binding; P84022; TR-FRET Smad3/Dy647-FoxH1 peptide binding, europium anti-His; inhibition, % at 25 µM; 88,000 compounds, 0.29% hits; AID 630;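 active = compounds that reduce the energy-transfer binding signal between the protein and its labelled peptide by more than half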;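 also: 0% = Smad3 plus labelled peptide maximal FRET and 100% = peptide-only background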
# Target sequence (P84022 whole entry, looked up): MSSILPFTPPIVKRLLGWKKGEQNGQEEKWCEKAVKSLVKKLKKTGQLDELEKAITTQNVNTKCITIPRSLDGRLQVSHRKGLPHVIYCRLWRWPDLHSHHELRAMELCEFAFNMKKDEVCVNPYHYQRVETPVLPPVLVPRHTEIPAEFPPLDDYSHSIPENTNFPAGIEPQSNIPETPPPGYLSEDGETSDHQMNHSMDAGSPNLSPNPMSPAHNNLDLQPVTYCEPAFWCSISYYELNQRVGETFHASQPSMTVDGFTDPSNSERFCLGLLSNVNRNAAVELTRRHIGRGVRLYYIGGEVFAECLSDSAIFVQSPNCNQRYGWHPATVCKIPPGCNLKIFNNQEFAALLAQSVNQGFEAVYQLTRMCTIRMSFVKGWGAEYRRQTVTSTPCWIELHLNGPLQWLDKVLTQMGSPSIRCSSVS
# cytoskel mod – cytoskeleton assembly modification; HUVEC TNFa F-actin phalloidin imaging, high content; inhibition, % at 2 µM; 91,000 compounds, 0.18% hits; AID 836;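 active = inhibition above the batch mean plus 3 SD and confirmed as a hit by visual image inspection, cut at about 30% in these data, passing the limit was not always enough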; also: strong numbers were not always called active
# TNFa cytotox – HUVEC cytotoxicity counter-screen, TNF alpha stimulated. HUVEC TNFalpha-stimulated, Hoechst cell count, imaging. cell count reduction, % at 2 µM. 93,000 compounds, 0.17% hits;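 active = cell count reduction exceeding the screen mean by over 5 SD, scaled to untreated wells per plate, cut at about 78% in these data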;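 also: cells counted after 24 h of TNF alpha exposure following the 1 h pretreatment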
# Calb biofilm kill – kills Candida albicans biofilms; C. albicans biofilm + clotrimazole, Alamar Blue; inhibition, % at 6 µM; 85,000 compounds, 0.14% hits; AID 834;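 active = inhibition above 20%; inactive = inhibition below 20%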;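 also: preformed 24 hr biofilms exposed to compound for 48 hr; 0% = biofilm without compound and 100% = blank killed by clotrimazole plus chlorhexidine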
# sEH activator – soluble epoxide hydrolase (human) activation; purified human sEH enzymatic activity, activator screen; P34913; 91,000 compounds, 0.04% hits; activation, % at 2 µM; in the data active = activation above about 37%; also: values of inactives mirror those of a sister screen read the other way
# HUVEC tox IL1B – toxic to HUVEC cells under IL-1B stimulation. AID 845. HUVEC cell count loss, Hoechst imaging, IL-1B stimulated. 94,000 compounds, 0.41% hits. cell count reduction, % at 2 µM;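 active = cell count reduction more than 3 SD above the screen-wide mean, cut at about 70% in these data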;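 also: normalized per plate to untreated control cells as the no-loss baseline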
# VCAM1 TNFa inh – reduces TNF alpha induced VCAM1 expression in HUVEC; HUVEC TNFa-induced VCAM-1 immunofluorescence, high-content imaging; inhibition, % at 2 µM; 95,000 compounds, 0.48% hits; AID 802;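 active = inhibition above the batch mean plus 3 SD, with images confirmed as a hit by eye, cut at about 37% in these data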;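 also: 0% = TNF-stimulated DMSO wells and 100% = unstimulated control wells; not every result past the cut was called active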
# ERb coact inh – ER-beta (human) coactivator binding inhibition; Q92731; inhibition, % at 25.6 µM; TR-FRET ER-beta LBD / SRC1-Cy5 peptide binding; receptor agonist-loaded with 1 µM estradiol; 86,000 compounds, 1.3% hits; AID 633;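 active = compounds whose percent inhibition of the receptor-coactivator binding signal exceeds about 50% in the single-dose screen, limit read from the data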;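 also: 0% = receptor plus peptide wells without compound and 100% = peptide-only wells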
# Target sequence (Q92731 whole entry, looked up, the tested form may be a part): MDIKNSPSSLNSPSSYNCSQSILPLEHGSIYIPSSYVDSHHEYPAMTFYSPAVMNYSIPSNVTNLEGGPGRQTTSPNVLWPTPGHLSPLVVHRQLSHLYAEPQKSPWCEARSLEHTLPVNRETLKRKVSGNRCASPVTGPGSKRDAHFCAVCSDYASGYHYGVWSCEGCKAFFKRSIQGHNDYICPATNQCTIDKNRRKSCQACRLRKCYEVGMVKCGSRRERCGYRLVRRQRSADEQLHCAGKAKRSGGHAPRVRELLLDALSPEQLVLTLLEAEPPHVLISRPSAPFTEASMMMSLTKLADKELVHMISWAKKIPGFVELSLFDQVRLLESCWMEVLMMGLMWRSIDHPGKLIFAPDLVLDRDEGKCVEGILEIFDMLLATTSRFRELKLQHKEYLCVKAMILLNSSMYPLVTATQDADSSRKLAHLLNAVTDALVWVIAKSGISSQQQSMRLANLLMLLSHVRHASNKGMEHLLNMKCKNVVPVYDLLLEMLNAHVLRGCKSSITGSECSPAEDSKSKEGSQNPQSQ
# sEH inhibitor – soluble epoxide hydrolase (human) inhibition; inhibition, % at 2 µM; 91,000 compounds, 0.34% hits; P34913; recombinant human sEH enzymatic activity assay; in the data active = inhibition above about 80%; also: values of inactives mirror those of a sister screen read the other way; many of its hits are not listed in these tables
# Active calls of the source: *; / = no result given; [ ] = dose if it differs, or a comment. Only part of the results is shown. The share of hits here may be higher or lower than overall.
SMILES,Smad3 inh,cytoskel mod,TNFa cytotox,Calb biofilm kill,sEH activator,HUVEC tox IL1B,VCAM1 TNFa inh,ERb coact inh,sEH inhibitor
CCN(CC)C(=O)N1c2ccccc2CC(N(CC)CC)c2ccccc21 (stereo unspecified),/,49,-32,/,-11,1,-2,/,9
O=C(NCc1ccco1)c1cccc(NC(=O)c2ccccc2)c1,6,5,-7,5,2,-30,14,8,-2
COCC(=O)Nc1nnc(Cc2ccc(OC)cc2)s1,-6[fluorescence artefact?],-9,-12,1,4,4,10,55*,-1
CCN(CC)CCNC(=O)c1ccccn1,2,3,-2,0,/,-13,-12,-2,/
CCc1ccc(NC(=O)Cn2c(=O)n(CCCC(=O)NCc3ccco3)c(=O)c3ccccc32)cc1,5,2,-14,6,-22,-33,-53,-3[fluorescence artefact?],21
COc1ccc(NC(=O)CSc2ncc(-c3ccc(F)cc3)n2Cc2ccco2)cc1,6,-24,-31,6,7,24,7,-5,-6
CC12CCC(C(=O)Nc3cccc(NC(=O)C45CCC(C)(C(=O)O4)C5(C)C)n3)(OC1=O)C2(C)C,17,-8,9,8,10,-86,8,0,-17
CC(=O)OCc1nc2ccccc2s1,-3,-3,2,-4,0,-1,23,2,3
COc1ccc(-c2nn(-c3ccccc3)cc2C(=O)Nc2nccs2)cc1,16,-10,-1,-1,-5,4,-11,6,6
COCc1nc2sc(C)c(C)c2c(=O)[nH]1,6[fluorescence artefact?],1,-22,3,-6,-9,-2,12,6
O=C(CCCc1nc(-c2ccc(Cl)cc2)no1)N1CCOCC1,8,-1,-61,6,-1,25,9,-8[fluorescence artefact?],6
CC1(C)CN(c2ccccc2)N(C(=O)c2ccc(C#N)cc2)C1=O,/,-18,15,/,11,-13,-3,/,-8
O=C1CCC(=O)N1CCc1c[nH]c2ccccc12,3,23,-8,6,-7,-12,3,0,11
O=C(CN(C(=O)CCC(=O)Nc1nccs1)c1ccccc1F)NCC1CCCO1 (stereo unspecified),-19,12,-12,10,4,6,-13,8,-4
CCn1cc(/C=C(/C#N)S(=O)(=O)c2ccccc2)cn1,4,-5,-21,6,-2,30,-10,13,6
O=C(CS(=O)(=O)c1cn(Cc2cccc(F)c2)c2ccccc12)N1CCOCC1,/,1,-11,/,/,-20,10,/,/
CSC1=NCCN1C(=O)c1cccs1,0,-4,12,1,-2,-2,10,-15,5
C=CCNC(=O)COc1ccc(Br)cc1Cl,-3,-17,-40,11,8,-28,18,3,-4
OC(CN1C2=NCCCN2c2ccccc21)c1ccc2c(c1)OCO2 (stereo unspecified),9,-27,-24,4,-10,0,4,-3[fluorescence artefact?],10
CNC(=S)N1CCN(c2ccccc2OC)CC1,/,-5,-12,/,3,1,13,/,-4
Cn1nc(-c2ccc(C(=O)N3CCN(c4ccccc4)CC3)cc2)c2ccccc2c1=O,0,-6,-11,-4,2,90*,-11,-6,-4
CC(N=c1ccccn1C(=O)Nc1cccc(C(F)(F)F)c1)c1ccco1 (stereo unspecified),-1,-4,-10,2,0,-102,5,-11,-2
N#CCSc1nc2c(c(=O)n1Cc1ccco1)C1(CCCC1)Cc1ccccc1-2,6,19,-12,6,3,-37,0,5,0
CCCCCCNC(=O)CCNC(=O)c1cc(OC)c(OC)c(OC)c1,10,-4,6,6,-5,27,-10,2,3
CC1(C(=O)NC2CCCC2)CCC(=O)N1CCC1=CCCCC1 (stereo unspecified),-9,3,-43,6,-7,-25,-49,-9,8
COc1cc2c(cc1OC)C(C(=O)N1CCN(c3ccccc3)CC1)C(c1cccs1)N(C)C2=O (stereo unspecified),-3,-3,-26,2,-19,-20,12,4[fluorescence artefact?],20
Cc1csc(NC(=O)c2cc3c(s2)CCCC3)n1,-4,-10,10,7,6,-20,8,-4,-5
CC(NC(=O)C1C2C=CC(C2)C1C(=O)O)c1ccccc1 (stereo unspecified),3,2,3,6,9,4,-16,-4,-5
CCn1c(=O)cc(OCC(=O)N2CCCC2)c2ccccc21,13,1,0,19,13,-7,5,1,-12
CCOC(=O)c1cc(NC(=O)c2ccc(C)cc2)c(=O)oc1-c1ccccc1,/,10,2,/,20,1,6,/,-16
CCOC(=O)c1ccc(NC(=S)NCCc2ccccc2)cc1,/,-7,/,/,-18,7,-33,/,19
CCN(CC)CC(O)Cn1c2ccccc2c2ccccc21 (stereo unspecified),-2,0,1,8,10,17,17,1[fluorescence artefact?],-6
CC1CCN(C(=O)CSc2ccc(-c3ccc(F)cc3)nn2)CC1,-5,34,-15,3,5,-7,-6,2[fluorescence artefact?],-4
CC1CN(Cc2nc3c(c(=O)n(C)c(=O)n3C)n2CCCc2ccccc2)CC(C)O1 (stereo unspecified),9,/,/,5,-6,-60,/,-24,10
COc1ccccc1NC(=O)CSc1nnnn1-c1ccc2c(c1)OCO2,10,/,/,-4,19,-4,/,-2,-21
COc1ccc(NC(=O)c2ccc(Br)o2)c([N+](=O)[O-])c1,/,17,11,/,3,17,24,/,0
O=C(Nc1nc2ccccc2s1)c1ccc(Cl)s1,-12,30,-31,-2,/,12,5,6,/
C=CCOC(=O)C1=C(C)NC(=O)NC1c1ccc(Cl)cc1 (stereo unspecified),0,-15,-4,16,4,-39,-4,1,-1
Fc1ccc(C[n+]2csc3ccccc32)cc1,/,-10,-4,/,-6,-36,1,/,8
Cc1ccc(C(=O)NNS(=O)(=O)c2ccccc2[N+](=O)[O-])cc1,0,3,-30,6,9,-25,-5,5[fluorescence artefact?],-8
Oc1ccc(/C=N/n2c3ccccc3c3ccccc32)cc1,/,16,-12,/,-7,-6,-31,/,8
Cc1ccc(OC(=O)CCC(=O)N2CCc3ccccc32)cc1,1,6,-21,4,19,13,14,5,-19
O=C(NC1(C(F)(F)F)NC(=O)N(Cc2cccnc2)C1=O)c1ccccc1Cl (stereo unspecified),40[fluorescence artefact?],-1,-2,7,10,-10,8,3,-11
Cc1ccc(C(=O)NCc2ccc3c(c2)OCO3)cc1N1CCCC1=O,3,-31,36,2,0,8,0,-5,1
CCS(=O)(=O)N1CCCC(C(=O)NCc2cccnc2)C1 (stereo unspecified),-3,-3,-11,9,-6,-6,0,7,8
CCC(CO)N=CC1=C(O)CC(C)(C)CC1=O (stereo unspecified),8,-26,-32,7,-3,-32,2,2,3
N#Cc1cc2sc3nc4ccccc4n3c2cc1C#N,-2,19,-24,3,0,14,7,-2,-2
COc1ccc(CN(C(=O)c2cnccn2)C(C(=O)NC(C)(C)C)c2cc(OC)c(OC)c(OC)c2)cc1 (stereo unspecified),-7,-10,4,4,10,6,-10,1[fluorescence artefact?],-6
CCn1c(SCc2nc(-c3ccc(Cl)cc3)no2)nnc1-c1ccco1,6,-9,1,0,11,-8,1,1,-7
CCCCC(=O)N=c1sc2cc(S(C)(=O)=O)ccc2n1C,17[fluorescence artefact?],/,-24,6,-9,-26,-5,1,10
CCOC(=O)CSc1ncc(-c2cccc(Cl)c2)cn1,/,-18,-11,/,-8,-2,0,/,11
C=CCN(Cc1cccc(OC)c1OC)S(=O)(=O)N(C)C,-6,-4,-7,6,24,-8,14,0,-23
Clc1ccc(SCCCCn2cncn2)cc1,3,10,-7,-4,-3,7,1,-3,4
CCn1cc(C2Nc3ccccc3C(=O)N2O)c(C)n1 (stereo unspecified),-3,4,25,-4,22,43,12,2,-22
O=C(O)CCC(=O)OCC1CCCCC1,-4,-4,-16,8,1,-26,6,-16,1
CCS(=O)(=O)N1CCCC(C(=O)NCCCN(C)Cc2ccccc2)C1 (stereo unspecified),/,-8,-10,/,2,-8,7,/,1
CCCCN=C(N)/C(C(=O)OCC)=C(\O)c1ccc(OC)cc1,-5,-9,5,3,-7,6,-22,-1,6
CCn1c(SCC(=O)NCc2ccccc2)nc2c(c1=O)SC(C)C2 (stereo unspecified),14,-21,14,3,/,4,21,-6,/
COc1ccc(Nc2nc(N)nc(CSCCO)n2)cc1,-1,-8,-20,1,-4,0,14,-12,5
CCOc1ccc(N=Cc2c(O)cc(C)oc2=O)cc1,12,6,-21,6,-3,-18,14,-5,2

# Exported with two lines to a compound: part of the list above.
# Results follow in this order: Smad3 inh	cytoskel mod	TNFa cytotox	Calb biofilm kill	sEH activator	HUVEC tox IL1B	VCAM1 TNFa inh	ERb coact inh	sEH inhibitor
N#Cc1cc2sc3nc4ccccc4n3c2cc1C#N
→ -2	19	-24	3	0	14	7	-2	-2
CCn1c(SCC(=O)NCc2ccccc2)nc2c(c1=O)SC(C)C2 (stereo unspecified)
→ 14	-21	14	3	/	4	21	-6	/
C=CCN(Cc1cccc(OC)c1OC)S(=O)(=O)N(C)C
→ -6	-4	-7	6	24	-8	14	0	-23
CCCCN=C(N)/C(C(=O)OCC)=C(\O)c1ccc(OC)cc1
→ -5	-9	5	3	-7	6	-22	-1	6
O=C(O)CCC(=O)OCC1CCCCC1
→ -4	-4	-16	8	1	-26	6	-16	1
CCn1c(SCc2nc(-c3ccc(Cl)cc3)no2)nnc1-c1ccco1
→ 6	-9	1	0	11	-8	1	1	-7
CCCCC(=O)N=c1sc2cc(S(C)(=O)=O)ccc2n1C
→ 17[fluorescence artefact?]	/	-24	6	-9	-26	-5	1	10

# (list continues)
SMILES,Smad3 inh,cytoskel mod,TNFa cytotox,Calb biofilm kill,sEH activator,HUVEC tox IL1B,VCAM1 TNFa inh,ERb coact inh,sEH inhibitor
CC(=O)Nc1ccc(S(=O)(=O)NC(CC(=O)O)c2ccc(OC(C)C)cc2)cc1 (stereo unspecified),-11,4,-17,9,-1,-17,13,-2,0
Cc1ccc(CN(C(=O)c2csnn2)C(C(=O)NC2CCCC2)c2ccc(C)o2)cc1 (stereo unspecified),3,-6,6,-2,-10,-21,2,-4,9
COc1ccc(-n2nnnc2-c2cnc(N3CCCC3)nc2C(F)(F)F)cc1,/,6,-8,/,11,/,-1,/,-11
N#Cc1cc2c(nc1SCC(O)CS(=O)(=O)Cc1ccccc1)CCCC2 (stereo unspecified),3,6,-21,0,0,-8,8,7,5
Cc1ccc(NC(=O)CSc2nnc(-c3cnccn3)n2Cc2ccco2)cc1,9,31,-31,5,-22,-18,3,-2[fluorescence artefact?],22
CC(=O)Oc1ccc(C(=O)Nc2ccc3c(c2)C(=O)N(CCC(=O)O)C3=O)cc1,9,6,-18,8,7,1,5,-15,-5
COc1cc(C2=NOC(C(=O)NCc3cccs3)C2)cc(OC)c1OC (stereo unspecified),3,-3,-14,1,6,-24,18,-2,-5
NS(=O)(=O)c1ccc(S(=O)(=O)NCCc2ccccc2)cc1,1,20,-23,2,2,-20,3,0,-2
Oc1ccccc1CNc1cnc2ccccc2c1,-2,-15,-22,4,11,-28,-23,19,-11
CCS(=O)(=O)c1ccc2c(c1)N(S(=O)(=O)c1ccccc1)CC(C(=O)O)O2 (stereo unspecified),/,-26,10,/,-4,16,-23,/,4
Cc1noc(C)c1COC(=O)c1cccnc1SCC(=O)Nc1ccc2c(c1)OCO2,51*,8,-33,7,-21,-16,11,-6,22
Cc1nn2c(N3CCCC3)cc(C(C)C)nc2c1-c1ccccc1,0,-14,-6,5,/,10,-4,-3,/
CCOC(=O)C1=C(CN2CCCCC2)NC(=O)NC1c1cc(C)ccc1C (stereo unspecified),-4,4,-11,7,1,5,3,-9,-1
CCOC(=O)c1c(C)[nH]c(C)c1C(=O)Cn1nnc(-c2ccccc2C)n1,-4,/,/,-1,0,-3,/,3,-2
Cc1cc(OC(=O)c2cc(F)c(F)cc2Cl)nc(C)n1,/,9,-10,/,15,0,9,/,-9
